G9a inh = inhibitors of human histone lysine methyltransferase G9a; Q96KQ7; G9a H3K9 monomethylation, AlphaScreen, 2 h; Potency, µM (doses to about 102 µM), without a hit: at the top dose activity, negative = inhibition, actives largely listed as inhibitors; hit rate 8.8% among 350,000; AID 504332; note: % is set by controls: 0 for no effect and ±100 for the full control effect; nearly all actives have a fitted effect of over 75% in size
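Methyltransferase reactions run at room temperature for 2 h (20 nM enzyme, 500 nM biotin-H3K9 peptide, 20 uM SAM) after a 15 min compound preincubation; product detected by AlphaScreen beads and anti-H3K9me1 antibody.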
Tb PGK inh = blocks T. brucei phosphoglycerate kinase. hit rate 0.043% among 380,000. P07378. Potency, µM (highest dose often 57.5 µM), without a hit: at the highest dose activity change, negative = inhibition, most hits filed as inhibitors. PGK/GAPDH coupled, Kinase-Glo luminescence, 60 min; note: % is set by controls: 0 for no effect and ±100 for the full control effect; nearly all actives have a fitted effect of over 60% in size
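Luminescent ATP detection (Kinase-Glo Plus) follows a 60-minute room-temperature incubation, with wells lacking PGK as controls. Buffer: 100 mM TEA (pH 7.6), 5 mM MgCl2, 0.01% Tween-20. Coupling enzyme GAPDH (100 nM final) supplies unstable 1,3-BPG in-well.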
JMJD2A Tudor inh = inhibitors of human JMJD2A Tudor domain | O75164 | AlphaScreen JMJD2A-Tudor / H3K4me3 peptide binding | Potency, µM (highest dose often 114 µM), for the others: top-dose activity change, negative = inhibition, usual class: inhibitors | hit rate 4.4% among 390,000; note: % is set by controls: 0 for no effect and ±100 for the full control effect; nearly all actives have a fitted effect of over 50% in size
Target sequence (O75164 whole entry, looked up, the tested form may be a part): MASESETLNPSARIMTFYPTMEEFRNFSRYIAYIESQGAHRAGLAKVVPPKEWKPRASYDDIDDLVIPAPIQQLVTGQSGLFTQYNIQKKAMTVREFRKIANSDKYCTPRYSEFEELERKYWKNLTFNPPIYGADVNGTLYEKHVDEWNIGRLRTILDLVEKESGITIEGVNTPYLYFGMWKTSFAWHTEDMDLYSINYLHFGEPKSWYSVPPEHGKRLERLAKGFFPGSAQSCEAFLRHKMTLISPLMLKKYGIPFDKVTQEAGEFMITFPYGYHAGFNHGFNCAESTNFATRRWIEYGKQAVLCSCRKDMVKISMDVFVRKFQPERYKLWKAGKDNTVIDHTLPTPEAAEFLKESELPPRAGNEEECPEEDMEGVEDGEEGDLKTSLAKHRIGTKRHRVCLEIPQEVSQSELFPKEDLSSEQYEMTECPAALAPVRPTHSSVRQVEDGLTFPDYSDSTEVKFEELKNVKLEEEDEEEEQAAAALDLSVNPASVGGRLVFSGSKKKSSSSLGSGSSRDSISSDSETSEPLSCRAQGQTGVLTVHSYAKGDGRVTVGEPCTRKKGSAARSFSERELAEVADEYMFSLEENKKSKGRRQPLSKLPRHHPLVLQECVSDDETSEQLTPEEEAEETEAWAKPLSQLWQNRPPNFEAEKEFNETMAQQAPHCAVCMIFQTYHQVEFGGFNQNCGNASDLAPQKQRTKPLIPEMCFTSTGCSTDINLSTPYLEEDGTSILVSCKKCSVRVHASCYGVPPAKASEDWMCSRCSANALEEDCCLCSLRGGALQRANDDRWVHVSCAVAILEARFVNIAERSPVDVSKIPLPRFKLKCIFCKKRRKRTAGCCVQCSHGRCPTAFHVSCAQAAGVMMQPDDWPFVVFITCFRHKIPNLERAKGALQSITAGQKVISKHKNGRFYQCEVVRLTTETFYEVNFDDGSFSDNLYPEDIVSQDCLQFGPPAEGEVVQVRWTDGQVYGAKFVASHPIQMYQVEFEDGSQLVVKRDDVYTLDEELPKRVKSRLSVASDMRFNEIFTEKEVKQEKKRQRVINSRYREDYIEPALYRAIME
Pin1 inhibitor = blocks the human prolyl isomerase Pin1; Pin1 FP peptide displacement, HiFluor488, 10 min; hit rate 0.009% among 390,000; Q13526; Potency, µM (series often up to 115 µM), without a hit: at the top dose activity, negative = inhibition, usual class: inhibitors; active = well fitted inhibition curve with a large enough effect in the polarisation, with a control signal flat, not every such curve was filed as active; inconclusive = small, poorly fitted or top-dose-only effect, or effect the other way, or a change in a side signal; inactive = no such curve, though single readings can be large or run the other way; the % refers to the polarisation; note: % is set by controls: 0 for no effect and ±100 for the full control effect
BLM helicase inh = blocks DNA unwinding by human BLM helicase | P54132 | recombinant BLM DNA unwinding, fluorescence dequenching | Potency, µM (titrated, usually from 56.1 µM), for inactives: top-dose activity change, negative = inhibition, actives largely listed as inhibitors | hit rate 0.2% among 350,000 | AID 2528;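 note: plate controls were vehicle for no effect and no enzyme for full effect; nearly all actives have a fitted effect of over 35% in size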
POLI inh = inhibitors of human DNA polymerase iota. Potency, µM (highest dose often 115 µM), without a hit: at the highest dose activity, negative = inhibition, most hits filed as inhibitors. hit rate 1% among 390,000. Pol iota fluorescent replication assay, 10 min
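Pol iota at 10 nM preincubated 15 min with compounds at room temperature; reaction started with fluorescent substrate, 50 nM final. Fluorescence read kinetically at 0 and 10 min; buffer-only wells as negative control.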
HP1b chromo inh = inhibitors of HP1-beta chromodomain binding to methylated histone tails; AlphaScreen HP1-beta / biotin-H3K9me3 peptide binding; Potency, µM (doses to about 114 µM), for inactives: top-dose activity change, negative = inhibition, hits mostly inhibitors; hit rate 0.56% among 390,000; note: nearly all actives have a fitted effect of over 70% in size; inactives centre near 23
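AlphaScreen: HP1-beta (50 nM) preformed 30 min with biotin-H3(1-18)K9me3 peptide (50 nM) in PBS pH 7.4, 0.01% Tween-20. Compound added for 30 min at RT, then streptavidin donor/nickel chelate acceptor beads (10 ug/mL) for 30 min.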
GLS inhibitor = inhibitors of human glutaminase (GLS); O94925; GLS enzymatic activity, qHTS titration; Potency, µM (series often up to 45.5 µM), for the others: at the top dose activity change, negative = inhibition, hits mostly inhibitors; hit rate 0.21% among 410,000; note: % is set by controls: 0 for no effect and ±100 for the full control effect
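Compounds were pin-transferred onto hKGA, after which L-glutamine (1 mM solution) and a detection mix of glutamate oxidase, HRP and Amplex Red were added. Initial and 30 min RT fluorescence reads were collected.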
BAZ2B inh = blocks human BAZ2B. Q9UIF8. Potency, µM (doses to about 114 µM), for inactives: at the highest dose activity change, negative = inhibition, most hits filed as inhibitors. hit rate 4.4% among 360,000. AlphaScreen BAZ2B-H3K14Ac peptide displacement; note: % is set by controls: 0 for no effect and ±100 for the full control effect; nearly all actives have a fitted effect of over 60% in size
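In this displacement format the biotinylated H3(5-23) peptide acetylated at Lys14 serves as ligand at 50 nM, with BAZ2B at 50 nM in PBS pH 7.4 containing 0.01% Tween-20. Donor and acceptor beads are 10 ug/mL final.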
Active calls of the source: *; [ ] = another dose, or the depositor's remark. Unless noted, calls come from the whole dose curve; as a rule, active = well fitted curve in the direction sought with a large enough effect; inconclusive = small, poorly fitted or top-dose-only effect, or another doubt; inactive = no such curve, though single readings can be large; an effect the other way counts as inactive or inconclusive. Potency is the fitted concentration of half-maximal effect. An excerpt; the hit share may differ from the screen's.

For O=C1c2ccccc2NC(c2ccccc2F)N1NS(=O)(=O)c1ccccc1 (stereo unspecified) the results were G9a inh -4.0%, Tb PGK inh -5.5%, JMJD2A Tudor inh -2.8%, Pin1 inhibitor -3.6%, BLM helicase inh 0.0%, POLI inh 87.6%[activator], HP1b chromo inh 27.5%, GLS inhibitor -21.8% and BAZ2B inh -8.0%.
For Cc1ccc(OCCn2c(=O)n(C)c3ccccc32)cc1 the results were G9a inh 9.6%, Tb PGK inh -4.5%, JMJD2A Tudor inh 5.6%, Pin1 inhibitor 3.6%, BLM helicase inh -4.8%, POLI inh -11.7%, HP1b chromo inh 18.8%, GLS inhibitor -3.9% and BAZ2B inh 5.7%.
Nc1nc(N)c(N=Nc2ccc(Cl)cc2)c(=O)[nH]1 was read as G9a inh 2.4%, Tb PGK inh -2.4%, JMJD2A Tudor inh -26.6%, Pin1 inhibitor 8.2%, BLM helicase inh -2.3%, POLI inh -28.0%, HP1b chromo inh 8.3%, GLS inhibitor 6.6% and BAZ2B inh -6.9%.
`Cc1ccc2c(c1)C(=O)C(=O)N2Cc1ccccc1` gave Tb PGK inh 6.4%, JMJD2A Tudor inh inconclusive, Pin1 inhibitor inconclusive, POLI inh 29.5%, HP1b chromo inh inconclusive and GLS inhibitor 4.3%.
For CCOc1cc(C)ccc1OCc1nnc(SCC(=O)Nc2cccc(C(=O)O)c2)n1-c1ccccc1 the results were G9a inh 26.1%[59 µM], Tb PGK inh -8.6%, JMJD2A Tudor inh -6.9%, Pin1 inhibitor -6.8%, BLM helicase inh -1.6%, POLI inh 19.1%, HP1b chromo inh 46.0%[activator], GLS inhibitor -1.0% and BAZ2B inh 10.5%[0.457 µM].
Screening COc1ccc(NC(=O)c2ccc(-c3ccc(C(C)=O)cc3)o2)cn1 returned G9a inh 1.58µM*, Tb PGK inh -4.0%, JMJD2A Tudor inh -27.4%, Pin1 inhibitor inconclusive, POLI inh -26.3%, HP1b chromo inh -19.3%, GLS inhibitor 3.0% and BAZ2B inh 2.2%.
`COc1ccc(C2c3c(oc4ccccc4c3=O)C(=O)N2CC2CCCO2)cc1` (stereo unspecified) gave G9a inh -36.6%[59 µM], Tb PGK inh -5.6%, JMJD2A Tudor inh -5.5%, Pin1 inhibitor -1.3%, BLM helicase inh -2.4%, POLI inh 21.6%, HP1b chromo inh 21.0%, GLS inhibitor -1.6% and BAZ2B inh 5.7%.
For COc1ccccc1N(CC(=O)NCc1ccco1)C(=O)CCC(=O)Nc1ccccn1 the results were G9a inh 6.3%, Tb PGK inh inactive, JMJD2A Tudor inh 4.9%, Pin1 inhibitor 2.9%, BLM helicase inh -1.6%, POLI inh 117.6%[activator], HP1b chromo inh 11.4%, GLS inhibitor -0.9% and BAZ2B inh -27.8%.
For Cc1ccc(C(=O)/C=C/c2c(C)nn(-c3ccccc3)c2Cl)cc1 the results were G9a inh -24.2%[59 µM], Tb PGK inh -6.2%, JMJD2A Tudor inh 5.5%, Pin1 inhibitor 0.4%, BLM helicase inh -14.1%, POLI inh 32.6%[activator], HP1b chromo inh 28.8%, GLS inhibitor -12.5% and BAZ2B inh 9.4%.
CCCc1cc(=O)oc2cc(OCC(=O)NCCCN3CCOCC3)c(Cl)cc12 was read as G9a inh -20.3%, Tb PGK inh inactive, JMJD2A Tudor inh -23.4%, Pin1 inhibitor -5.5%, BLM helicase inh -5.3%, POLI inh inconclusive, HP1b chromo inh 3.6%[57 µM], GLS inhibitor -2.4% and BAZ2B inh -6.6%.
Screening CCCCc1ccc(-c2csc(/C(C#N)=C\c3ccco3)n2)cc1 returned G9a inh 1.6%[59 µM], Tb PGK inh -6.1%, JMJD2A Tudor inh 28.2%, Pin1 inhibitor 31.7%[activator], BLM helicase inh -6.2%, POLI inh 51.8%[activator], HP1b chromo inh 40.9%[activator], GLS inhibitor 0.0% and BAZ2B inh 3.8%.
For O=C(Nc1ccccc1-c1nc2ccccc2[nH]c1=O)c1cccs1 the results were G9a inh inconclusive, Tb PGK inh -8.1%, JMJD2A Tudor inh -9.7%, Pin1 inhibitor 4.4%, BLM helicase inh -3.4%, POLI inh inconclusive, HP1b chromo inh 15.0%, GLS inhibitor -10.0% and BAZ2B inh -25.4%.
For CNC(=O)C1(C(F)(F)F)C/C(=C/CCO)CCCO1 (stereo unspecified) the results were JMJD2A Tudor inh -17.9%, Pin1 inhibitor -7.7%, BLM helicase inh 0.3%, POLI inh -20.2% and HP1b chromo inh 17.2%.
`COc1ccccc1/C=N/NC(=O)CCn1cnc2ccccc21` gave G9a inh 13.6%[59 µM], Tb PGK inh -6.2%, JMJD2A Tudor inh -13.0%, Pin1 inhibitor -2.4%, BLM helicase inh 2.3%, POLI inh -13.4%, HP1b chromo inh 4.4%, GLS inhibitor -3.4% and BAZ2B inh 1.8%.
`CC(C(=O)NCCS(=O)(=O)c1ccc(Cl)cc1)S(=O)(=O)c1ccc(Cl)cc1` (stereo unspecified) gave G9a inh 7.9%, Tb PGK inh -7.7%, JMJD2A Tudor inh -13.6%, Pin1 inhibitor 5.2%, BLM helicase inh -4.0%, POLI inh 31.7%[activator], HP1b chromo inh -26.9%, GLS inhibitor -13.9% and BAZ2B inh -0.3%.
`CN=c1scc(-c2ccc([N+](=O)[O-])cc2)n1/N=C/c1ccco1` gave G9a inh 50.1µM*, Tb PGK inh -8.7%, JMJD2A Tudor inh -13.7%, Pin1 inhibitor -1.2%, BLM helicase inh -3.5%, POLI inh 99.1%[activator], HP1b chromo inh 5.5%, GLS inhibitor 12.7% and BAZ2B inh inconclusive.
`CC(=O)Nc1ccc(CN2CCCC(CO)(Cc3cccc(Cl)c3)C2)cc1` (stereo unspecified) gave Tb PGK inh 0.7%, JMJD2A Tudor inh inconclusive, Pin1 inhibitor -2.5%, BLM helicase inh 0.7%, POLI inh -3.1%, HP1b chromo inh 16.3%, GLS inhibitor 4.9% and BAZ2B inh -3.0%.
Screening Cc1cc(NC(=O)/C=C/c2ccc(F)cc2)n(-c2nc3ccccc3[nH]2)n1 returned G9a inh 39.2%[activator][59 µM], Tb PGK inh 4.2%, JMJD2A Tudor inh -10.1%, Pin1 inhibitor 11.0%, BLM helicase inh -0.6%, POLI inh 100.5%[activator], HP1b chromo inh 29.7%, GLS inhibitor -8.8% and BAZ2B inh 3.2%.
`COc1ccccc1Oc1cn[nH]c1-c1ccc(OCC(=O)NN)cc1O` gave G9a inh 12.0%, Tb PGK inh -2.0%, JMJD2A Tudor inh -33.1%, Pin1 inhibitor -8.4%, BLM helicase inh -6.2%, POLI inh 11.9%, HP1b chromo inh 36.8%, GLS inhibitor 17.1% and BAZ2B inh inconclusive.
O=C(NC1CCCC1)C(c1ccccc1F)N(C(=O)c1csnn1)c1ccccc1 (stereo unspecified) was read as G9a inh 18.3%, Tb PGK inh 8.6%, JMJD2A Tudor inh -7.7%, Pin1 inhibitor -1.9%, BLM helicase inh -1.3%, POLI inh 100.7%[activator], HP1b chromo inh 9.4%, GLS inhibitor -3.6% and BAZ2B inh 0.4%.
For O=C(CCl)NCCNC(=O)c1cc(OCC(F)(F)F)ccc1OCC(F)(F)F the results were G9a inh -38.8%, Tb PGK inh -8.8%, JMJD2A Tudor inh -18.0%[11.4 µM], Pin1 inhibitor -2.0%, BLM helicase inh -2.3%, POLI inh 92.5%[activator], HP1b chromo inh 29.9%, GLS inhibitor 7.6% and BAZ2B inh -13.7%.
Cc1ccc(-c2cc3ncc(C(=O)c4cc(Cl)c(C)cc4O)cn3n2)cc1 was read as G9a inh -1.9%[59 µM], Tb PGK inh -13.2%, JMJD2A Tudor inh -5.2%, Pin1 inhibitor -1.0%, BLM helicase inh 0.2%, POLI inh -9.2%, HP1b chromo inh 34.7%, GLS inhibitor 3.4% and BAZ2B inh -15.6%.
`CCCCn1c(N)c(N(CC(C)C)C(=O)CC(NC(=O)c2ccccc2)c2ccccc2)c(=O)[nH]c1=O` (stereo unspecified) gave G9a inh inconclusive, Tb PGK inh inactive, JMJD2A Tudor inh -6.9%, Pin1 inhibitor 4.0%, POLI inh 37.7%[activator], HP1b chromo inh 29.2%, GLS inhibitor -12.3% and BAZ2B inh 3.5%.
For CCOc1ccc(N(C)C(CNS(=O)(=O)c2ccccc2)c2ccccc2)cc1 (stereo unspecified) the results were G9a inh 11.2µM*, JMJD2A Tudor inh 28.2µM*, Pin1 inhibitor -0.6%, BLM helicase inh -13.8%, POLI inh 13.1%, HP1b chromo inh inconclusive, GLS inhibitor 36.9%[activator] and BAZ2B inh 11.2µM*.
Screening COC(=O)c1cc(C(=O)OC)n(Cc2ccc(F)cc2)c1C returned G9a inh 16.8%, Tb PGK inh inactive, JMJD2A Tudor inh 7.6%, Pin1 inhibitor 4.2%, BLM helicase inh -5.6%, POLI inh -1.5%, HP1b chromo inh 27.3%, GLS inhibitor -6.3% and BAZ2B inh 2.3%.
For COC(=O)Cn1c(=NC(=O)c2ccc(Cl)s2)sc2cc(F)ccc21 the results were G9a inh -7.0%, Tb PGK inh -5.5%, JMJD2A Tudor inh -4.8%, Pin1 inhibitor 0.5%, BLM helicase inh -2.4%, POLI inh -7.9%, HP1b chromo inh 16.9%, GLS inhibitor -2.4% and BAZ2B inh -1.0%.
Cc1cccc(-c2c(NC(=O)c3ccco3)oc3c(C)cccc3c2=O)c1 was read as G9a inh 38.0%[activator], Tb PGK inh -1.0%, JMJD2A Tudor inh -17.2%, Pin1 inhibitor -3.8%, BLM helicase inh -3.5%, POLI inh 22.5%, HP1b chromo inh 38.0%, GLS inhibitor -5.7% and BAZ2B inh -10.9%.
Screening Cc1cccc(-c2nc3c(cnn3-c3ccccc3)c(=O)n2-c2cccc(Cl)c2)c1 returned G9a inh inconclusive, Tb PGK inh 8.4%, JMJD2A Tudor inh -18.3%, Pin1 inhibitor 17.9%, BLM helicase inh -11.1%, POLI inh inconclusive, HP1b chromo inh 3.0%, GLS inhibitor 1.0% and BAZ2B inh -15.6%.
